Compound activity as filed in PubChem BioAssay.
E coli growth: counter-screen for AddAB inhibitors: E. coli growth inhibition | E. coli V3065 growth, OD600 absorbance, 18 h | inhibition, % at 11.9 µM | 0.27% of 330,000 active;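 active = inhibition above the campaign's mean inhibition across all tested compounds plus 3 SD, cut at about 9.9% in these data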;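 also: uninfected addAB+ strain grown without phage in ampicillin broth; 0% = DMSO wells and 100% = ciprofloxacin 0.95 µg/ml wells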
Tat transport: inhibitors of E. coli Tat protein transport | AID 488895 | 0.036% of 340,000 active | inhibition, % at 10 µM | E. coli MC4100 TorA-mCherry Tat export, fluorescence;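 active = mean replicate inhibition at least 50% and at least half of replicates individually reaching 50%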;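 also: exported cargo escapes ClpAP degradation while cytoplasmic cargo is degraded and loses fluorescence; 0% = median of neutral control wells and 100% = median of NaSCN control wells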
phage Ecoli inh: E. coli growth loss with phage present; growth absorbance; AID 651602; 0.26% of 360,000 active; inhibition, % at 11.9 µM; in the data active = inhibition above about 11%
DAGLB inh: blocks human DAGLB lipase activity. Q8NCG7. HEK293T DAGLB membrane lysate, EnzChek fluorogenic substrate. inhibition, % at 5.17 µM. 0.059% of 340,000 active. AID 504411; in the data active = inhibition above about 34%;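 also: 0% = enzyme with vehicle and 100% = wells lacking enzyme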
PKA-R2B activ: activates the human PKA-R2B holoenzyme complex; activation, % at 11.4 µM; PKA-R2B holoenzyme dissociation, Cy5-IP20 fluorescence polarization; R2B truncated from residue 108, S112A mutant; 0% DMSO only, 100% 113 µM cGMP; 0.079% of 340,000 active;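 active = activation above a cutoff set at the mean over all compounds plus 3 SD, cut at about 18% in these data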;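 also: higher means more holoenzyme dissociation and a rise in polarization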
PKA-R1A act: PKA-R1A complex activation; P00514+P68181; PKA-R1A dissociation, Cy5-IP20 fluorescence polarization; scaled: DMSO 0%, 113 µM cGMP 100%; activation, % at 11.4 µM; 0.083% of 340,000 active; AID 504707;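 active = percent activation above the mean of all tested compounds plus 3 SD, cut at about 19% in these data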;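 also: higher means more PKAc released from R1A so a rise in polarization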
Mot1-301 SUMO: inhibitors of SUMOylation pathway: yeast Mot1-301 growth rescue; S. cerevisiae Mot1-301 growth rescue, ATP luminescence, 38.5C; percent above DMSO median, 100 means doubled; growth rescue, % at 18.8 µM; 1% of 320,000 active;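 active = every valid replicate shows activation above 250% relative to neutral control wells; inactive = the rest, any valid replicate at or below 250%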;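 also: OY570 slx delta 5 strain wells were the positive control but not used for scaling; some compounds called inactive have numbers as strong as hits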
CDK5 inh: blocks human CDK5/p35 kinase activity; Q00535+Q15078; Recombinant CDK5/p35, ADP-Glo luminescence, 60 min; inhibition, % at 10 µM; 0.01% of 330,000 active; AID 488839;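 active = highest replicate inhibition of at least 50% and at least 75% of replicates reaching 50%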;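 also: plate controls were DMSO neutral control for no effect and GW8510 at 10 µM for full effect; many of its hits are not listed in these tables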
Target sequence (Q00535 whole entry, looked up): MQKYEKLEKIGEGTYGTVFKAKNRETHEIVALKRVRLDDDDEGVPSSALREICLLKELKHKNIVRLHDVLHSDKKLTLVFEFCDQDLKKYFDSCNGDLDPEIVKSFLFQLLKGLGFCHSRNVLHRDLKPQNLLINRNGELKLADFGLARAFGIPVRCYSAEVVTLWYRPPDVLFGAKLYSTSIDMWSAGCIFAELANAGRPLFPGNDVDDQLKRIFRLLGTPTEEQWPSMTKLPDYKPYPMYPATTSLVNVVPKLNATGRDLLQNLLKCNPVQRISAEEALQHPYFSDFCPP
Target sequence (Q15078 whole entry, looked up): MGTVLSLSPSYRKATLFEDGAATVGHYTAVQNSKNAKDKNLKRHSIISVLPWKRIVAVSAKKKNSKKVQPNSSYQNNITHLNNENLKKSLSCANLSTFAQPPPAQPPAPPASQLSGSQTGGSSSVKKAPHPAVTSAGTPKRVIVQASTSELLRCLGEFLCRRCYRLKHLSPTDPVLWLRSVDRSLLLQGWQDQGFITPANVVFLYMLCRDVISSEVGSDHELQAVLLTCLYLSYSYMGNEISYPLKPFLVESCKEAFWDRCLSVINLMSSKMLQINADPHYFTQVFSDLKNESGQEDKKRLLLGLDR
HTR5A inv ctr: HTR5A inverse agonism, opioid heterodimer counter-screen; P47898; HTR5A cell line, luminescence; inhibition, % at 9.3 µM; 0.083% of 340,000 active; in the data active = inhibition mostly above about 23%, no sharp cut-off; inactive = mostly below about 18%;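 also: 0% = cells with DMSO and 100% = no-cell wells with DMSO; some compounds called inactive have numbers as strong as hits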
Target sequence (P47898 whole entry, looked up): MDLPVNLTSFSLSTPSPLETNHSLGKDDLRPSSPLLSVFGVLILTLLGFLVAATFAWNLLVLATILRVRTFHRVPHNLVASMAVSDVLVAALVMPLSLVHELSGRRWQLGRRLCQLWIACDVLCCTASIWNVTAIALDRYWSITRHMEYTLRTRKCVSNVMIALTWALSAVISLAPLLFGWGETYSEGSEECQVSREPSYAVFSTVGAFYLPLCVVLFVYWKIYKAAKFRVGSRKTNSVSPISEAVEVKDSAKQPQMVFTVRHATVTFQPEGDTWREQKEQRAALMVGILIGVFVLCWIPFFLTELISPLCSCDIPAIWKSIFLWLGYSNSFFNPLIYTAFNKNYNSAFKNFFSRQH
AddAB inh: less growth of phage-infected E. coli with AddAB. E. coli expressing H. pylori AddAB, absorbance growth. inhibition, % at 11.9 µM. 0.29% of 330,000 active; in the data active = inhibition above about 12%;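 also: 0% = vehicle wells of infected cells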
HTR5A ag: HTR5A agonism, opioid heterodimer counter-screen; P47898; HTR5A agonist assay, luminescence, cell-based; activation, % at 9.3 µM; 0.61% of 340,000 active; in the data active = activation mostly above about 9.5%, no sharp cut-off; inactive = mostly below about 7.6%;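 also: 0% = cells with vehicle only and 100% = reference agonist; strong numbers were not always called active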
Starred values were filed as active, the others as inactive; i = inactive; x = not tested or not shown.

SMILES	E coli growth	Tat transport	phage Ecoli inh	DAGLB inh	PKA-R2B activ	PKA-R1A act	Mot1-301 SUMO	CDK5 inh	HTR5A inv ctr	AddAB inh	HTR5A ag
CC(=O)Nc1ccc(S(=O)(=O)Nc2cccc(N(C)S(C)(=O)=O)c2)cc1	0.4	-3	0.4	0	9	1	143	1.8	-9	3.1	3
NNc1nc(-c2ccccc2)c2cc(Br)ccc2n1	2.5	-1	-1.4	-7	4	-4	-4	1.6	4	-1.1	-1
CN(C(=O)c1ccc(S(=O)(=O)N2CCCC2)cc1)C1CCCCC1	-1.6	2	3.9	-2	-1	14	2	1.5	-5	1.5	-3
CC(C)c1nnc(NC(=O)CCc2ccccc2)s1	2.7	10	2.3	-1	-7	-6	-15	0.8	-4	0.7	1
CCOc1ccccc1/C=C(\NC(=O)c1ccccc1)C(=O)NCCC(=O)O	0.3	-4	2.6	-1	6	-18	-2	1.9	9	1.9	-3
O=C(N[C@@H](Cc1ccccc1)C(=O)N1CCC2(CC1)NCCc1[nH]cnc12)c1cccc(F)c1	1.1	-3	3.9	2	1	-1	328	0.2	-7	3.7	0
O=C(O)c1ccc(COc2ccc(CO)cc2Cl)cc1	1.0	5	1.2	-1	2	-1	65	-1.2	-15	2.2	9
CCOC(=O)c1c(C)[nH]c(C(=O)N2CCC(C(=O)OCC)CC2)c1C	4.1	-13	3.1	-3	16	8	i	-3.4	18	3.7	-7
COC(=O)C(NC(C)=O)(Nc1nc2c(s1)CCCC2)C(F)(F)F (stereo not given)	-2.4	-4	1.0	2	2	1	-5	0.1	-3	0.7	1
Nc1c(N(Cc2ccco2)C(=O)c2ccc(Cl)cc2)c(=O)[nH]c(=O)n1Cc1ccccc1	-1.4	-10	0.6	2	-13	0	-12	0.3	-13	0.4	5
COc1cccc(/C(N)=N/OC(=O)Cc2ccccc2[N+](=O)[O-])c1	1.3	17	0.6	1	-8	3	228	-9.6	9	3.5	-3
Clc1cccc(NCc2cn3cccnc3n2)c1	-1.5	0	0.9	1	5	-9	15	-6.5	-25	4.8	2
Cc1c(Cl)cccc1NC(=S)N1CCN(c2ccccn2)CC1	1.1	-3	1.5	1	6	-7	-4	-1.0	1	1.7	0
COc1ccc(CNC(=O)CCC(=O)Nc2cccnc2)cc1	-5.2	11	0.0	0	-8	-12	-1	-0.3	2	0.5	-1
CC(C(=O)OCn1nnc2ccccc2c1=O)N1C(=O)c2ccccc2C1=O (stereo not given)	1.1	-3	2.5	-1	-14	-4	106	-0.4	-19	-0.5	-4
CCc1ccccc1NC(=O)Cn1ccn(-c2ccc(OC)cc2)c(=O)c1=O	-3.4	-6	1.3	-2	9	4	3	0.2	-10	1.4	-2
CCn1c(CNC(=O)COc2ccc(C(C)C)cc2)nnc1SCC(=O)Nc1ccccc1	-2.2	5	0.8	-1	-9	-5	-2	-2.0	-6	-1.1	1
CCc1noc(C)c1C(=O)N(C)CC(=O)Nc1ccccc1C(F)(F)F	0.9	9	2.3	2	7	0	6	0.2	-6	1.7	2
CC(C)(C)c1ccc(C(=O)c2cn[nH]c2-c2ccccc2O)cc1	1.2	-5	5.0	3	2	-4	2	1.3	-10	0.9	3
CN(C(=O)COC(=O)CNC(=O)C12CC3CC(CC(C3)C1)C2)c1ccccc1	-0.6	0	2.4	7	0	-13	-16	0.0	0	1.5	-2
CCCCCCCC(=O)NNC(=O)c1c(O)c2ccccc2n(CCC)c1=O	-1.6	1	3.5	-10	-1	2	2	-0.7	-5	1.9	2
CC(Sc1nnc(C2CC2)n1C1CC1)C(=O)c1ccc(Br)cc1 (stereo not given)	x	-2	1.7	-1	-11	-18	x	-0.6	5	x	1
COc1cccc(N(CC(=O)NC(C)c2ccccc2)S(C)(=O)=O)c1 (stereo not given)	-0.1	-9	1.2	-3	-12	-4	3	-1.1	8	-2.6	-3
O=C(Nc1ccccc1)N1CCN(S(=O)(=O)c2ccccc2)CC1	-1.1	1	5.0	-2	-10	0	8	-1.4	-17	2.8	7
N#Cc1nc(-c2ccco2)oc1N1CCC(C(N)=O)CC1	-0.9	0	1.6	-2	2	4	0	-0.3	-1	1.2	-2

Random excerpt: two compounds from above, in no set order.
SMILES	E coli growth	Tat transport	phage Ecoli inh	DAGLB inh	PKA-R2B activ	PKA-R1A act	Mot1-301 SUMO	CDK5 inh	HTR5A inv ctr	AddAB inh	HTR5A ag
CCn1c(CNC(=O)COc2ccc(C(C)C)cc2)nnc1SCC(=O)Nc1ccccc1	-2.2	5	0.8	-1	-9	-5	-2	-2.0	-6	-1.1	1
Clc1cccc(NCc2cn3cccnc3n2)c1	-1.5	0	0.9	1	5	-9	15	-6.5	-25	4.8	2

Just CDK5 inh and HTR5A inv ctr, for 7 of the compounds above:
| compound | CDK5 inh | HTR5A inv ctr |
| --- | --- | --- |
| COc1cccc(/C(N)=N/OC(=O)Cc2ccccc2[N+](=O)[O-])c1 | -9.6 | 9 |
| N#Cc1nc(-c2ccco2)oc1N1CCC(C(N)=O)CC1 | -0.3 | -1 |
| CC(C(=O)OCn1nnc2ccccc2c1=O)N1C(=O)c2ccccc2C1=O (stereo not given) | -0.4 | -19 |
| CCc1noc(C)c1C(=O)N(C)CC(=O)Nc1ccccc1C(F)(F)F | 0.2 | -6 |
| COc1cccc(N(CC(=O)NC(C)c2ccccc2)S(C)(=O)=O)c1 (stereo not given) | -1.1 | 8 |
| CCOC(=O)c1c(C)[nH]c(C(=O)N2CCC(C(=O)OCC)CC2)c1C | -3.4 | 18 |
| CCn1c(CNC(=O)COc2ccc(C(C)C)cc2)nnc1SCC(=O)Nc1ccccc1 | -2.0 | -6 |

(list continues)
SMILES	E coli growth	Tat transport	phage Ecoli inh	DAGLB inh	PKA-R2B activ	PKA-R1A act	Mot1-301 SUMO	CDK5 inh	HTR5A inv ctr	AddAB inh	HTR5A ag
COc1ccc2c(c1)[C@H]1[C@H](CO2)[C@H](c2ccccc2)[C@]2(C)C(=O)Nc3cc(F)ccc3C(=O)N12	1.3	-13	3.4	0	10	-4	376*	-1.0	2	1.8	-3
Cc1cc(SCC(=O)NC(=O)NCc2ccco2)nc2c(C)cccc12	0.5	0	-1.9	1	-10	-1	0	3.5	20	-0.1	5
Cn1ncc2c(Nc3cccc(C(=O)O)c3)ncnc21	1.2	-4	1.6	2	0	-8	19	5.0	3	1.1	-1
Cc1cc(C)cc(NC(=S)NCCSc2ccc(Cl)cc2)c1	2.4	-2	4.5	-5	-15	-5	-7	-1.5	2	2.4	4
COc1ccc(OC)c(CN2CCC(N3CCC(C(=O)NC4CC4)CC3)CC2)c1	0.4	-15	1.4	2	-4	5	1	-2.6	-6	3.7	2
O=S(=O)(c1cccc(-c2csc(N/N=C/c3ccco3)n2)c1)N1CCOCC1	0.5	-5	0.1	2	-5	-1	-6	0.5	-6	1.7	2
COCNc1nc(OCC#N)nc(N(C)C)n1	0.4	4	3.2	-1	-2	5	17	-1.2	-12	0.9	5
Cc1cccc2cc(CN(Cc3ccco3)C(=O)Nc3cccc(C#N)c3)c(Cl)nc12	-0.9	-5	2.4	-12	6	-5	6	-1.8	1	1.4	3
CCOc1ccc(NC(=O)CCCN2C(=S)NC(C)(C)CC2C)cc1 (stereo not given)	-1.6	-7	1.6	-2	7	3	-1	-0.1	-5	-0.9	0
Cc1cc(C)c2nc3c(c(C(=O)O)c2c1)CCC3	-1.6	2	2.5	1	1	9	2	-3.5	3	3.1	-1
C=CC#CC[N+]1(CC#Cc2ccccc2)CCOCC1	x	6	3.3	1	-2	-7	x	41	-5	x	2
CCn1c(SCC(=O)N/N=C/C(C)=C\c2ccco2)nnc1-c1ccccc1	0.9	2	4.9	-1	-14	6	-16	-0.5	-3	-0.1	1
O=S(=O)(c1ccc2ccccc2c1)N(CC(O)COCc1ccco1)c1ccccc1 (stereo not given)	-0.9	9	3.1	-2	-10	-8	7	2.0	-17	0.9	6
CN(C)S(=O)(=O)c1cccc(NC(=S)NC23CC4CC(CC(C4)C2)C3)c1	-0.9	6	2.3	0	-3	10	-20	-3.0	-2	0.4	6
COc1ccc(NS(=O)(=O)c2ccc(N)c(C(=O)O)c2)cc1	-0.2	-9	2.1	-2	-1	0	x	5.9	-2	3.4	-4
CN(C)S(=O)(=O)c1ccc(N2CCCC2)c(C(=O)Nc2ccccc2OC(F)F)c1	0.6	1	1.0	-2	-3	-6	-1	1.7	-3	-0.3	1
CCOc1ccc(N2CC(C(=O)Nc3cccc(C(=O)NC4CC4)c3)CC2=O)cc1 (stereo not given)	-1.9	-5	5.5	-1	2	-6	x	-0.6	-11	0.8	4
CN(CC(=O)N1CC=C(c2ccccc2)CC1)S(=O)(=O)c1cnc[nH]1	-1.1	1	3.0	-3	-11	0	10	0.1	-5	0.6	2
O=C(Nc1nc(-c2ccccc2)cs1)C1CCCN(S(=O)(=O)c2cccc([N+](=O)[O-])c2)C1 (stereo not given)	-4.7	-7	2.8	0	-1	4	-7	-0.3	-10	0.0	4
COc1cc(CC(=O)N2CCN(S(=O)(=O)c3ccc(C)cc3)CC2)cc(OC)c1OC	2.4	5	0.1	0	-6	2	-4	-0.5	-7	2.7	-3
CN(CCCC(=O)N1CCN(c2ncccn2)CC1)S(=O)(=O)c1ccc(F)cc1	-0.1	11	2.8	0	6	-11	39	0.3	9	2.2	-4
COc1cccc(NC(=O)CCCOc2cc(=O)n(C)c3ccccc23)c1	3.5	-4	0.1	-2	3	-1	6	1.1	-3	0.5	8
Cc1ccc(-n2nnnc2SCC(=O)N(CC(C)C)c2c(N)n(CC(C)C)c(=O)[nH]c2=O)cc1	-4.5	7	-2.2	1	0	3	-11	-3.1	9	-2.3	-4
CCC1(C)Cc2ccccc2-c2nc3n(c(=O)c21)CCS3 (stereo not given)	-1.6	-1	1.1	-3	-8	-2	5	0.2	10	0.9	-3
Cc1cccc(C)c1NC(=O)CNC(=O)C1COc2ccccc2O1 (stereo not given)	-0.2	3	7.5	-1	-9	-3	-7	-3.6	-2	-2.6	1
(list continues)
SMILES	E coli growth	Tat transport	phage Ecoli inh	DAGLB inh	PKA-R2B activ	PKA-R1A act	Mot1-301 SUMO	CDK5 inh	HTR5A inv ctr	AddAB inh	HTR5A ag
COc1ccccc1-c1cc(C(F)(F)F)nc(N2CCN(c3ccc(F)cc3)CC2)n1	0.4	-2	3.4	-2	2	-7	5	-1.7	6	2.0	3
COCCN(Cc1cc2ccc(C)cc2[nH]c1=O)S(=O)(=O)c1ccccc1	-2.0	-2	1.8	1	-9	-10	84	1.4	-6	2.5	-1
COc1cc2c(cc1NC(=S)Nc1cccc(C(F)(F)F)c1)oc1ccccc12	0.0	-2	5.0	-1	7	-4	-12	0.8	-8	2.2	1
C[C@@H]1CC[C@H](O)/C=C/C(=O)O[C@H](C)CC[C@H](O)/C=C/C(=O)O1	-1.7	-2	0.2	-2	6	5	13	0.2	36	2.2	1
COc1ccc(N2C(=O)[C@@H]3Cc4ccccc4CN3C2=O)cc1	-1.0	-7	0.6	-5	10	3	8	-1.6	4	3.6	-1
CCN(CC)C(=O)c1cccc(NC(=O)c2cc(-c3ccccn3)nc3ccccc23)c1	-2.3	-2	-2.9	-4	0	1	-5	0.0	-12	0.4	-1
